Assay outcomes from PubChem BioAssay.
NR2E3 ag-1 = activates human photoreceptor nuclear receptor NR2E3 | Q9Y5X4 | GST-NR2E3/biotin-RetCOR TR-FRET, 1536-well | inhibition of corepressor binding, % at 4.78 µM | hit rate 0.12% among 320,000 | AID 2300;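 active = percent inhibition above the cutoff of mean plus 3 SD of all tested compounds, set per screening campaign, cut at about 20% in these data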;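 note: 0% = DMSO wells and 100% = biotin wells as full block of FRET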
Target sequence (Q9Y5X4 whole entry, looked up): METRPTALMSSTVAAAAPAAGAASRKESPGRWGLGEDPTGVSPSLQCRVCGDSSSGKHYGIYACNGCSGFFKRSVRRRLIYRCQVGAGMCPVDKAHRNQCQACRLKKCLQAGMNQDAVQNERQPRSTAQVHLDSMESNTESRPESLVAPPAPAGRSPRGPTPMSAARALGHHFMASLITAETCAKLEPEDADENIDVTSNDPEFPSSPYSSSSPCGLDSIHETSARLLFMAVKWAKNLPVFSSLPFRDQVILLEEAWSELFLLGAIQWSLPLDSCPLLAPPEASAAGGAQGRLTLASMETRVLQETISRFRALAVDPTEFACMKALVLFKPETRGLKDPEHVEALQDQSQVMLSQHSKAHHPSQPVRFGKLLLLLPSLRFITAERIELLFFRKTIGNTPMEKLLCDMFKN
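Material: NR2E3–RetCOR corepressor complex / Incubation: Compound–protein incubation for 5 h at 4 °C / Dosing: compound at 4.8 µM, single dose / Detection: time-resolved FRET / Benchmarks: high control biotin, low control 0.6% DMSO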
PDI turbidity = inhibitors of human protein disulfide isomerase. P07237. PDI insulin aggregation turbidity, A650, 90 min. inhibition, % at 10 µM. hit rate 0.052% among 350,000;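 active = mean inhibition across replicates of 30% or more, whatever share of single replicates reach that level; inconclusive = mean inhibition below 30% while every single replicate reaches 30%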;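 note: absorbance from insulin aggregation driven by PDI reduction with DTT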
Target sequence (P07237 whole entry, looked up): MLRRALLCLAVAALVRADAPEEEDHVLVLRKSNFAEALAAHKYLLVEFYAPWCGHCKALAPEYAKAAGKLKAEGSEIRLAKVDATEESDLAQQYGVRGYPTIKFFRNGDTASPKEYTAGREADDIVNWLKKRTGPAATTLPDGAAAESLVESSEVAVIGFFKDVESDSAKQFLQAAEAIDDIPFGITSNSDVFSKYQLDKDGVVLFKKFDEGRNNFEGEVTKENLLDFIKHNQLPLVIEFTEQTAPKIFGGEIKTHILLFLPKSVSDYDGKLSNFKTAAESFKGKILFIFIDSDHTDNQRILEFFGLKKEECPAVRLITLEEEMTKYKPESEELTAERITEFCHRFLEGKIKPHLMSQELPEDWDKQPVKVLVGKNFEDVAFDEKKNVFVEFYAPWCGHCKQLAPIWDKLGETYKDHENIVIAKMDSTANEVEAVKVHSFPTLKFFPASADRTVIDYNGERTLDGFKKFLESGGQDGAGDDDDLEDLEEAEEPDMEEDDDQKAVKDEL
NR2E3 ag-2 = activates human NR2E3 receptor; CHO-S Gal4-NCOR/VP16-NR2E3 two-hybrid, luciferase; hit rate 0.35% among 360,000; inhibition of corepressor binding, % at 3.98 µM; Q9Y5X4; AID 602229;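 active = inhibition above the mean of all tested compounds plus 3 SD, cut at about 70% in these data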;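 note: 0% = DMSO with NR2E3 transfected cells and 100% = cells lacking NR2E3 construct; higher means lower luciferase signal from less NR2E3 corepressor binding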
Peg3 prom inh = reduces Peg3 promoter-driven luciferase expression in HeLa | HeLa PEG-Prom luciferase reporter, luminescence, overnight | inhibition, % at 20 µM | hit rate 1.7% among 360,000;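 active = inhibition of at least 50% at 20 µM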
KKLEB cytotox = counter-screen for CF NF-kB inhibitors: cytotoxicity | AID 602141 | hit rate 0.36% among 360,000 | KKLEB CF airway cells viability, ATPlite luminescence, overnight; active compounds read low; cells stimulated with P. aeruginosa culture filtrate | activity change (cytotoxicity), % at 5 µM;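 active = corrected activity change at or below -50% at 5 µM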
CaV13 FRET inh = Disruptors of the CACNA1D IQ motif to Ca2+-dependent inactivation inhibitor domain association, primary screening, Förster resonance energy transfer in intact living …; inhibition, % at 12.3 µM; AID 743397; HEK cells, CFP/YFP FRET ICDI-IQ, plate reader, 10 min; percent FRET-ratio fall versus neutral wells; hit rate 0.098% among 340,000;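 active = mean replicate inhibition of at least 30% and at least 1% of replicates passing that level; inconclusive = only one of the two criteria is met; inactive = neither criterion is met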;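 note: 0% = median of the neutral control wells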
HIF-2a block = blocks HIF-2a reporter activity | 786-0 RCC cells HIF-2a reporter, luciferase luminescence, overnight | inhibition, % at 18.8 µM | hit rate 0.72% among 360,000;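 active = inhibition of the luminescence signal of 40% or more relative to plate controls, in a single-dose primary screen at 18.75 µM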
CF NFkB inh = inhibitors of cystic fibrosis induced NF-kB. inhibition, % at 5 µM. KKLEB NF-kB-GFP reporter, PAF-induced, GFP fluorescence overnight. hit rate 0.86% among 360,000. AID 588850;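 active = at least 50% inhibition at 5 µM, scaled per plate between neutral and stimulator controls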;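 note: PAF is a Pseudomonas aeruginosa culture filtrate used as stimulus; plate controls were PAF-stimulated DMSO wells for no effect and unstimulated DMSO wells for full effect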
Shn3 inh set2 = reduces Shn3 3'UTR luciferase signal in osteoblasts; inhibition, % at 12.5 µM; Clone20 osteoblast Shn3 3'UTR firefly luciferase, 24 h; hit rate 0.52% among 360,000;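 active = mean inhibition of at least 75% with every replicate also reaching 75%; inconclusive = mean inhibition at least 75% but some replicate below; inactive = mean inhibition below 75%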;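 note: 0% = median of neutral control wells and 100% = pilot-screen positive control compound; some compounds past the cut are filed as inactive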
MITF TRPM1 inh = inhibitors of MITF-driven TRPM1 promoter in melanoma cells | SK-MEL-5 TRPM1 promoter luciferase, 24 h | inhibition, % at 12.5 µM | hit rate 0.83% among 330,000;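 active = mean inhibition across replicates of 60% or more, whatever share of single replicates reaches that level; inconclusive = some that reach 60%, reason not given; inactive = mean inhibition across replicates below 60%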; note: values of inactives mirror those of a sister screen read the other way
Vif inh = blocks HIV Vif function | HEK293T cells, Vif self-association by quenched fluorescence, imaging, 24 h | inhibition, % at 7.49 µM | hit rate 0.35% among 340,000 | AID 602346; in the data active = inhibition above about 50%, passing the limit was not always enough; inconclusive = no clear call, values can overlap the other calls; inactive = below about 31%; note: some results filed as inactive read as strong as hits
* hit, by the source's call; ? = inconclusive; . = no result given.

SMILES	NR2E3 ag-1	PDI turbidity	NR2E3 ag-2	Peg3 prom inh	KKLEB cytotox	CaV13 FRET inh	HIF-2a block	CF NFkB inh	Shn3 inh set2	MITF TRPM1 inh	Vif inh
CN1CCCN(S(=O)(=O)c2ccccc2)CC1	3	-1	-27	-7	-18	-4	-1	-20	-12	3	7
Clc1cnc2nc(SC/C=C/c3ccccc3)[nH]c2c1	-2	-1	-17	-38	-4	-4	-3	11	-4	.	-2
Cc1cc(OCC(=O)NCC2CCC(C(=O)O)CC2)c2c(C)cc(=O)oc2c1 (configuration not stated)	0	.	-13	14	-2	.	-5	14	6	0	-5
COc1ccc(N2CCN(c3nc(Nc4ccc(C)c(F)c4)nc(N4CCCC4)n3)CC2)cc1	0	-3	-7	31	-12	-4	2	-6	24	-13	3
Cn1cc([N+](=O)[O-])c(C(=O)Nc2nc(-c3ccc(Cl)cc3)cs2)n1	2	0	71*	106*	-95*	.	94*	89*	41	83*	7
CCCCCCCCNC(=S)NCCN1CCCCC1	.	-3	24	20	-9	-5	-7	4	55	-3	-9
O=C(Cc1c(F)cccc1Cl)NCC1CCCO1 (configuration not stated)	4	9	16	9	3	-8	15	-7	7	-5	1
CC(=O)c1ccc(OCc2cc(C(=O)NC(C)c3cnn(C)c3)no2)cc1 (configuration not stated)	3	3	-60	-207	-19	-6	-184	2	-93	-27	1
NC1=C(c2ccc([N+](=O)[O-])cc2)C(=O)CO1	3	0	-11	16	-1	-7	9	5	-10	2	1
CCOCC(=O)NCc1ccc2c(c1)cc(C)n2C	-2	.	-6	9	13	1	7	8	10	.	10
CN1CCN(c2ccc(Cl)cc2NC(=O)c2cc(=O)[nH]c3ccccc23)CC1	1	-6	-6	8	-1	-5	-14	-1	-33	-25	-2
CN1CCN(C(=O)c2cc3c(ccc4ccccc43)oc2=O)CC1	1	0	-9	1	5	-4	13	-7	-1	-1	-3
O=C(C1CCC(=O)N(C2CC2)C1)N1CCC(Oc2cccc(C(F)(F)F)c2)CC1 (configuration not stated)	.	-1	44	-45	-8	-7	-59	5	9	-22	-5
COc1ccccc1-c1nnc(SCC(=O)Nc2ccc(N3CCOCC3)cc2)n1N	.	-3	-21	-21	6	-5	-13	-14	-1	0	-3
CN(C1CCCCC1)S(=O)(=O)c1ccc(S(=O)(=O)N2CCCC2)cc1	0	0	14	3	8	-8	3	-1	42	6	-5
N#Cc1c(N)nc2c(c1-c1ccc3c(c1)OCO3)CCc1ccccc1-2	-1	-4	-62	30	-25	-18	-10	-50	4	9	-1
CC(=O)c1ccc(NC(=O)CSc2ccc3nnc(-c4cccnc4)n3n2)cc1	1	7	-3	0	-8	-5	18	-7	16	9	3
CC(C)(C)c1ccc(C(=O)Nc2ccc(Oc3cccnc3)nc2)cc1	0	3	-13	-25	-1	-5	-46	-10	38	11	-8
CCOc1ccc2c(c1)sc1nc(C(=O)OC)cc(=O)n12	2	-7	1	-19	-2	.	-4	-1	-7	-4	-9
CNC(=O)c1ccc(Nc2nnc(-c3ccc(C)c(S(=O)(=O)NCC4CCCO4)c3)c3ccccc23)cc1 (configuration not stated)	0	-1	-17	24	3	-7	16	17	-3	-7	0
NC(=O)COc1ccccc1C(=O)O	-2	15	-30	3	-2	0	14	-1	-6	-5	4
O=C(Nc1ccccc1N1CCCCC1)c1ccc(F)cc1	3	-1	-11	16	10	0	17	-22	-2	-7	-5
COc1ccccc1NC(=O)COC(=O)Cc1c[nH]c2ccccc12	1	-2	-27	4	-8	6	4	11	-2	17	-6
O=c1oc2cc(O)ccc2s1	6	-7	-2	-4	20	-6	2	-23	0	-11	-3
CCOC(=O)C1ON2CCCCC2C1(O)C(F)(F)F (configuration not stated)	3	2	8	-5	3	-4	11	-10	4	2	3
CC(C)C(=O)Nc1nnn(C)n1	-2	-6	-10	7	12	-8	17	6	0	0	5
COc1ccc(NC(=O)COc2cccc3c2OC(C)(C)C3)c(OC)c1	.	4	24	-29	-20	-5	-46	22	11	-11	.
COc1ccc(CN2C(=O)C(CC(=O)NCC3CCCCC3)CC(C(=O)N(C(C)C)C(C)C)=C2C)cc1 (configuration not stated)	.	-4	23	22	-14	-6	-12	24	3	.	-3
CN1C(=O)CC(NNC(=O)c2ccc(Cl)cc2)C1=O (configuration not stated)	-1	7	-19	-15	4	-6	22	3	-1	5	17
Cc1oc(C(C)(C)C)cc1C(=O)Nc1ccc(N2CCOCC2)cc1	1	-3	-9	-2	6	-21	4	6	2	-4	?
COc1ccc(CCCC(=O)N/N=C\c2cccs2)cc1	1	-12	0	-1	12	-5	-9	2	-4	-5	-3
CC(=O)c1cccc(S(=O)(=O)NCC2CCCCC2)c1	2	-5	9	5	-1	-5	10	4	7	-17	-12
Cc1cccc(OCC(=O)Nc2ccc(NC(=O)c3ccccc3)cc2)c1	-3	-1	-28	2	-1	.	8	2	3	6	-1
O[C@@H]1[C@@H](O)C=C2CCN3Cc4cc5c(cc4[C@H]1C23)OCO5 (some centres not stated)	2	9	89*	63*	32	-5	51*	57*	20	63*	-3
COc1ccc(NC(=O)CCN2C(=O)c3ccccc3C2=O)cc1	-3	10	-22	-6	-14	-4	0	-26	3	-5	-2
COc1cc(-c2nc3cnccn3c2Nc2c(C)cccc2C)ccc1O	4	-2	18	9	0	.	5	3	2	-8	-2
CCc1nn(CCCC(=O)NCc2ccccc2Br)c(=O)c2cc3occc3n12	-4	3	10	8	13	-15	-5	-42	35	9	2
c1ccc(Cn2nnnc2C(c2cccs2)N2CCCCCC2)cc1 (configuration not stated)	1	-10	-5	25	-9	-5	17	-2	34	-6	13
Cc1onc(-c2ccccc2)c1C(=O)NCc1ccco1	-2	-6	-12	10	-6	-5	13	2	-1	0	-16
COCCn1c(SCC#N)nnc1-c1ccc([N+](=O)[O-])cc1	1	13	-13	0	-3	-4	17	-3	0	9	31
O=[N+]([O-])c1ccccc1S(=O)(=O)N1CCCC(C(F)(F)F)C1 (configuration not stated)	5	-7	12	20	-9	-5	22	4	3	9	-7
Cc1ccccc1-n1c(Cn2c(=O)sc3ccccc32)nnc1SCC(=O)Nc1nccs1	2	.	-22	1	10	-2	18	-10	-16	-4	11
O=C(CCNC(=O)c1ccccc1Cl)NN=Cc1ccco1	.	-5	-18	15	5	-6	10	-2	-13	4	-5
Cc1cccc(NC(=O)c2cc(S(=O)(=O)c3ccccc3)ccc2Cl)c1	0	-13	-26	6	7	-5	-8	-12	8	19	-23
Cc1ccc(NC(=S)N(CCN2CCCCC2)Cc2ccco2)cc1C	1	7	-13	-1	2	-3	-3	2	10	7	-4
Fc1cccc(-c2cc3nc4c(c(N5CCOCC5)n3n2)CCCC4)c1	-1	-6	-71	-172	9	-5	-102	9	-43	-88	-5
Cc1cccc(NC(=O)Cn2c(=O)n(CC3CCCO3)c(=O)c3ccccc32)c1 (configuration not stated)	4	-7	-27	14	10	-7	18	-4	-5	4	-1
CC(=O)c1ccc(Oc2cc(C(F)(F)F)cnc2C(N)=O)cc1	-3	-2	-1	-1	6	4	-1	-4	-22	5	14
CC(C)C1=C2CCCCC2NC(=O)N1 (configuration not stated)	-2	0	-7	13	0	-9	19	5	9	7	12
COc1ccccc1P(=O)(Cc1ccccc1)c1ccccc1 (configuration not stated)	-4	7	-10	11	-2	-3	14	-14	-11	-3	-3
CN1CCN(NC(=S)Nc2ccccc2)CC1	1	11	-3	-2	-3	8	12	11	4	-6	-5
CCOc1ccc(-c2nc(CCl)cs2)cc1	0	5	-75	-206	2	-15	-284	-8	-53	-27	-2
c1ccc2c(Nc3nc4c(s3)CCCC4)cccc2c1	-3	-6	27	-211	5	-6	-188	-14	-48	-44	2
COc1ccc(C(CNC(=O)CSc2ccccc2C)N(C)C)cc1 (configuration not stated)	2	14	-16	-1	-17	-3	-1	1	7	-16	-2
COc1ccc(CC(=O)NNC(=O)c2cc(C)[nH]n2)cc1	2	-11	-5	62*	6	.	14	-17	-15	-3	-2
CCOC(=O)C1CCCN(c2c(NCCCN3CCCC(C)C3)c(=O)c2=O)C1 (configuration not stated)	1	-1	-7	1	1	-6	3	-2	-10	8	12
CC(C)CN(CC(C)C)C(=O)CN1C(=O)NC2(CCc3ccccc3C2)C1=O (configuration not stated)	-3	8	-3	-6	0	-21	20	-3	15	15	-14
Cc1ccc(S(=O)(=O)N2CCOCC2)cc1NC(=O)COC(=O)CNC(=O)c1ccccc1	3	0	-13	7	9	-7	10	-6	13	-1	1
CCOC(=O)N1CCN(C(=O)COc2cccc3c2CCN(Cc2ccc(F)cc2)C3=O)CC1	1	-7	-8	8	11	-1	17	-12	8	18	6
COc1cc(/C=N/NC(=O)CN2CCOCC2)ccc1OCc1ccccc1	2	-1	-46	-108	-8	-3	7	-8	-27	-21	8

3 compounds drawn at random from the list so far:
SMILES	NR2E3 ag-1	PDI turbidity	NR2E3 ag-2	Peg3 prom inh	KKLEB cytotox	CaV13 FRET inh	HIF-2a block	CF NFkB inh	Shn3 inh set2	MITF TRPM1 inh	Vif inh
Fc1cccc(-c2cc3nc4c(c(N5CCOCC5)n3n2)CCCC4)c1	-1	-6	-71	-172	9	-5	-102	9	-43	-88	-5
CCOC(=O)N1CCN(C(=O)COc2cccc3c2CCN(Cc2ccc(F)cc2)C3=O)CC1	1	-7	-8	8	11	-1	17	-12	8	18	6
Cc1ccc(S(=O)(=O)N2CCOCC2)cc1NC(=O)COC(=O)CNC(=O)c1ccccc1	3	0	-13	7	9	-7	10	-6	13	-1	1

Next part.
SMILES	NR2E3 ag-1	PDI turbidity	NR2E3 ag-2	Peg3 prom inh	KKLEB cytotox	CaV13 FRET inh	HIF-2a block	CF NFkB inh	Shn3 inh set2	MITF TRPM1 inh	Vif inh
CN(C(=O)CN1CCC(NC(=O)C2CCCCC2)CC1)C1CCCCC1	0	-4	-21	-8	13	-4	16	8	4	-3	2
COc1ccc(NC(=O)CSc2nnnn2C2CCCC2)cc1S(=O)(=O)N1CCOCC1	.	-7	-4	6	-4	-7	-6	15	16	.	1
CCn1c(C)cc(C(=O)CSc2nnc(C3CC3)n2C2CC2)c1C	.	-4	-30	-10	12	-9	-13	-29	-12	.	.
COc1ccc(C)cc1N(CC(=O)Nc1ccc(S(=O)(=O)N2CCOCC2)cc1)S(C)(=O)=O	-1	-13	6	7	-12	-3	10	20	1	1	22
Cc1ccc2nc(N3CCC(C(=O)NC4CCCCC4)CC3)sc2c1	-2	13	1	-3	11	-2	-20	-17	18	-3	1
COc1ccc2c(c1)CC[C@@H]1[C@@H]2CC[C@]2(C)C(=O)CC[C@@H]12	4	4	13	-41	6	-4	-52	18	-22	-5	-4
Cc1ccc(N2CC(NS(=O)(=O)c3cccnc3)CC2=O)cc1C (configuration not stated)	1	-6	0	5	14	-6	4	-6	-18	-1	-10
